Compound activity as filed in PubChem.
Peg3 promoter – Peg3 promoter activity inhibition. 360,000 compounds, 1.7% hits. inhibition, % at 20 µM. HeLa PEG-Prom luciferase reporter, luminescence, overnight. AID 588405;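 active = inhibition of at least 50% at 20 µM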
NR2E3 ag-1 – activates human photoreceptor nuclear receptor NR2E3. inhibition of corepressor binding, % at 4.78 µM. GST-NR2E3/biotin-RetCOR TR-FRET, 1536-well. Q9Y5X4. AID 2300. 320,000 compounds, 0.12% hits;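 active = percent inhibition above the cutoff of mean plus 3 SD of all tested compounds, set per screening campaign, cut at about 20% in these data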;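 also: 0% = DMSO wells and 100% = biotin wells as full block of FRET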
Target sequence (Q9Y5X4 whole entry, looked up): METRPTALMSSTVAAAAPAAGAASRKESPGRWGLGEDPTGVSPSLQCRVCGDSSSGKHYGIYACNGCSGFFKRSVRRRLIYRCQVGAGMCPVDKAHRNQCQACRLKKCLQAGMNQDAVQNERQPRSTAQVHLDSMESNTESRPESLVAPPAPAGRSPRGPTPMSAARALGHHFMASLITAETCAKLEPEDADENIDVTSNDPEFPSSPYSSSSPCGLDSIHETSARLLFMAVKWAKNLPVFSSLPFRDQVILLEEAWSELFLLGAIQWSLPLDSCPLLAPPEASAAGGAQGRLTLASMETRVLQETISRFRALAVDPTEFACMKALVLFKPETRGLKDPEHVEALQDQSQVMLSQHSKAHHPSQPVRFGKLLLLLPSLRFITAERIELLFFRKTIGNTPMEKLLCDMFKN
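System: GST-tagged NR2E3 plus biotinylated RetCOR corepressor; Buffer or medium: pH 7.5 Tris-based buffer; Probe or stimulus: RetCOR corepressor, biotinylated, 7 nM; Doses: compound at 4.8 µM, single dose; Schedule: 5 h incubation at 4 °C; Technique: time-resolved FRET; Evaluation: percent inhibition of TR-FRET ratio; Replication: one well per compound, singlicate testing.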
Vif imaging – HIV Vif inhibition; inhibition, % at 7.49 µM; 340,000 compounds, 0.35% hits; HEK293T cells, Vif self-association by quenched fluorescence, imaging, 24 h; AID 602346; in the data active = inhibition above about 50%, passing the limit was not always enough; inconclusive = no clear call, values can overlap the other calls; inactive = below about 31%; also: some results filed as inactive read as strong as hits
CF NFkB block – cystic fibrosis NF-kB activation inhibition. KKLEB NF-kB-GFP reporter, PAF-induced, GFP fluorescence overnight. inhibition, % at 5 µM. 360,000 compounds, 0.86% hits. AID 588850;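 active = at least 50% inhibition at 5 µM, scaled per plate between neutral and stimulator controls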;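 also: PAF is a Pseudomonas aeruginosa culture filtrate used as stimulus; plate controls were PAF-stimulated DMSO wells for no effect and unstimulated DMSO wells for full effect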
NR2E3 ag-2 – agonists of human NR2E3 nuclear receptor | 360,000 compounds, 0.35% hits | CHO-S Gal4-NCOR/VP16-NR2E3 two-hybrid, luciferase | AID 602229 | Q9Y5X4 | inhibition of corepressor binding, % at 3.98 µM;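 active = inhibition above the mean of all tested compounds plus 3 SD, cut at about 70% in these data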;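 also: 0% = DMSO with NR2E3 transfected cells and 100% = cells lacking NR2E3 construct; higher means lower luciferase signal from less NR2E3 corepressor binding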
CaV13 ICDI inh – Primary screen for inhibitors of IQ motif and Ca2+-dependent inactivation inhibitor domain binding in CACNA1D, Förster resonance energy transfer in living cells, …; inhibition, % at 12.3 µM; 340,000 compounds, 0.098% hits; HEK cells, CFP/YFP FRET ICDI-IQ, plate reader, 10 min; percent FRET-ratio fall versus neutral wells;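 active = mean replicate inhibition of at least 30% and at least 1% of replicates passing that level; inconclusive = only one of the two criteria is met; inactive = neither criterion is met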;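 also: 0% = median of the neutral control wells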
Shn3 inh set2 – Schnurri-3 reporter inhibition in Clone20 osteoblasts. Clone20 osteoblast Shn3 3'UTR firefly luciferase, 24 h. 360,000 compounds, 0.52% hits. inhibition, % at 12.5 µM;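 active = mean inhibition of at least 75% with every replicate also reaching 75%; inconclusive = mean inhibition at least 75% but some replicate below; inactive = mean inhibition below 75%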;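 also: 0% = median of neutral control wells and 100% = pilot-screen positive control compound; some compounds past the cut are filed as inactive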
HIF-2a block – HIF-2a inhibition. 786-0 RCC cells HIF-2a reporter, luciferase luminescence, overnight. 360,000 compounds, 0.72% hits. inhibition, % at 18.8 µM. AID 624352;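 active = inhibition of the luminescence signal of 40% or more relative to plate controls, in a single-dose primary screen at 18.75 µM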
TRPM1 prom inh – reduces MITF-dependent TRPM1 promoter luciferase signal; SK-MEL-5 TRPM1 promoter luciferase, 24 h; inhibition, % at 12.5 µM; 330,000 compounds, 0.83% hits; AID 488899;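 active = mean inhibition across replicates of 60% or more, whatever share of single replicates reaches that level; inconclusive = some that reach 60%, reason not given; inactive = mean inhibition across replicates below 60%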; also: values of inactives mirror those of a sister screen read the other way
PDI inh – blocks human protein disulfide isomerase activity. P07237. 350,000 compounds, 0.052% hits. inhibition, % at 10 µM. PDI insulin aggregation turbidity, A650, 90 min;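 active = mean inhibition across replicates of 30% or more, whatever share of single replicates reach that level; inconclusive = mean inhibition below 30% while every single replicate reaches 30%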;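 also: absorbance from insulin aggregation driven by PDI reduction with DTT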
Target sequence (P07237 whole entry, looked up): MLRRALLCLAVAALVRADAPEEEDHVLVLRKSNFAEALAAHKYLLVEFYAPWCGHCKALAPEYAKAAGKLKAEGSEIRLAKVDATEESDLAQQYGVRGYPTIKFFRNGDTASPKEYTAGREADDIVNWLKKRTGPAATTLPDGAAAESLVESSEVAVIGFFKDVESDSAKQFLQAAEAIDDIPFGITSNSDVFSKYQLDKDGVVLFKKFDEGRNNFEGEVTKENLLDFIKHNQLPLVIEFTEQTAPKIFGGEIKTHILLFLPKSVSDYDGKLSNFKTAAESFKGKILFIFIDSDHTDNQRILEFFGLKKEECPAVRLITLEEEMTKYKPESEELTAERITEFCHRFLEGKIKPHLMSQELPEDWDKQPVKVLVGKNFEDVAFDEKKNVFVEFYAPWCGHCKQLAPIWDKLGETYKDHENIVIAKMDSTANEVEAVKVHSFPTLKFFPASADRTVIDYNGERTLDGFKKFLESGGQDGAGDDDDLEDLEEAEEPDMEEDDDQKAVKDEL
KKLEB cytotox – counter-screen for CF NF-kB inhibitors: cytotoxicity; KKLEB CF airway cells viability, ATPlite luminescence, overnight; hits give low values; cells stimulated with P. aeruginosa culture filtrate; activity change (cytotoxicity), % at 5 µM; 360,000 compounds, 0.36% hits; AID 602141;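 active = corrected activity change at or below -50% at 5 µM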
* = called active by the depositor; ? = inconclusive; . = no result given.

SMILES	Peg3 promoter	NR2E3 ag-1	Vif imaging	CF NFkB block	NR2E3 ag-2	CaV13 ICDI inh	Shn3 inh set2	HIF-2a block	TRPM1 prom inh	PDI inh	KKLEB cytotox
Clc1ccc(C2CC(c3ccccc3)Nc3ncnn32)cc1 (configuration not stated)	16	0	-6	14	-7	-3	-2	12	3	.	11
O=[N+]([O-])c1cccc(-c2n[nH]c(=S)n2Cc2ccccc2)c1	6	7	-10	6	-1	-6	-12	10	-9	3	-6
COCCN(C(=O)COC(=O)Cc1cccc(OC)c1)c1c(N)n(Cc2ccccc2)c(=O)[nH]c1=O	-1	0	1	-4	-7	-12	2	14	13	-7	-5
CC(=O)c1ccc(N=C2NC(=O)C(CO)(CO)S2)cc1	-4	-1	?	-1	15	-4	-11	7	1	11	-2
Cc1ccc(-c2cc(C(=O)Nc3cc(C)on3)no2)cc1	-80	0	3	0	-12	-20	-29	-30	-32	7	-3
Cc1ccc(C)c(Cn2nnc3c(=O)[nH]c(C4CCN(S(=O)(=O)c5ccc(S(=O)(=O)N(C)C)cc5)CC4)nc32)c1	39	1	-13	3	1	-5	23	4	9	-8	-8
CCCCNC(=O)Cn1nc(C)c(S(=O)(=O)N2CCOCC2)c1C	-1	-2	-9	-13	-7	-5	6	10	-6	-8	4
CCCn1nnc(NC(=S)NC(=O)/C=C/c2ccco2)n1	-2	3	0	12	-18	-21	8	13	5	10	11
COc1ccc(/C=C/C(=O)N2CCN(c3ccccc3)CC2)cc1S(=O)(=O)N1CCOCC1	15	-2	-7	14	-11	-4	9	8	6	-4	6
COCCCNC(=O)c1cn(-c2cccc(OC)c2)c(=O)c2ccccc12	1	1	-12	-6	-20	-1	-6	13	.	-3	1
CC(NC(=O)c1ccccc1F)c1nnc(SCC(=O)NC2CCCCC2)n1C (configuration not stated)	14	-2	3	15	-31	-5	8	11	-6	16	0
COc1cc2c(cc1OC)C(c1cc(Br)ccc1O)N(C(C)=O)CC2 (configuration not stated)	17	7	-8	-9	-10	-14	0	17	-1	-3	0
C#CCOCCOCCOCCNc1nc(N2CCN(C(=O)Cn3cc(CCCCN)nn3)CC2)nc(N2CCN(C(=O)[C@H]([C@@H](C)CC)n3cc(CCCCN)nn3)CC2)n1	-17	-1	-3	16	-28	-9	-22	12	7	1	-6
O=C(C1=NN[C@@H]2C(=O)N(c3ccccc3C(F)(F)F)C(=O)[C@H]12)C(c1ccccc1)c1ccccc1	7	3	-2	3	-26	-15	39	20	16	9	-1
NS(=O)(=O)c1ccc(NC(=O)COC(=O)c2cn(-c3ccccc3)nc2-c2ccccc2)cc1	2	-4	-6	8	-7	-6	2	-24	-18	11	-3
CCN(c1cccc(C)c1)S(=O)(=O)c1ccc(-c2cc(C)no2)s1	26	-2	7	37	-12	-5	18	18	26	-3	-6
COc1cc(Cl)c(C)cc1NC(=O)Cc1cccs1	-10	1	6	4	-10	-1	17	-41	-1	-4	0
O=C(c1ccco1)N1N=C(c2ccccc2O)CC1c1cccs1 (configuration not stated)	6	.	-17	-19	5	-6	18	-11	.	18	-5
CC1CN(C(=O)N[C@@H](Cc2ccccc2)C(=O)O)CC(C)O1 (some centres not stated)	8	-1	19	-14	1	.	-5	5	5	15	26
COc1ccccc1CNC(=O)Cn1cc(Br)ccc1=O	-16	3	-4	0	-18	-2	-17	-15	-8	12	-4

Overlap with the part before: five entries, followed by the next part.
SMILES	Peg3 promoter	NR2E3 ag-1	Vif imaging	CF NFkB block	NR2E3 ag-2	CaV13 ICDI inh	Shn3 inh set2	HIF-2a block	TRPM1 prom inh	PDI inh	KKLEB cytotox
CCN(c1cccc(C)c1)S(=O)(=O)c1ccc(-c2cc(C)no2)s1	26	-2	7	37	-12	-5	18	18	26	-3	-6
COc1cc(Cl)c(C)cc1NC(=O)Cc1cccs1	-10	1	6	4	-10	-1	17	-41	-1	-4	0
O=C(c1ccco1)N1N=C(c2ccccc2O)CC1c1cccs1 (configuration not stated)	6	.	-17	-19	5	-6	18	-11	.	18	-5
CC1CN(C(=O)N[C@@H](Cc2ccccc2)C(=O)O)CC(C)O1 (some centres not stated)	8	-1	19	-14	1	.	-5	5	5	15	26
COc1ccccc1CNC(=O)Cn1cc(Br)ccc1=O	-16	3	-4	0	-18	-2	-17	-15	-8	12	-4
Cc1ccc(C(=O)C[n+]2ccccc2)cc1	7	.	6	-9	-19	-2	-39	15	0	-3	1
CCOC(=O)N1CCN(C(=O)C2CCC(=O)N(Cc3cccc(C(F)(F)F)c3)C2)CC1 (configuration not stated)	4	2	13	-1	-36	-6	-5	13	10	7	-5
CCc1ccc(S(=O)(=O)Nc2ccncc2)cc1	6	3	0	-8	9	-5	8	14	0	-3	10
Cc1onc(-c2c(Cl)cccc2Cl)c1C(=O)N1CCSCC1	14	2	-1	12	-33	-19	5	22	1	8	-6
COc1ccccc1NC(=S)N(Cc1ccccc1)Cc1cccnc1	10	0	10	-8	-21	-6	9	23	-12	-4	4
Cc1ccc(S(=O)(=O)N2CC(=O)Nc3ccccc32)cc1	15	0	.	9	-5	-6	-10	4	8	15	-1
Cc1ccc(NC(=O)CCSc2nnc(C)s2)cc1	-6	1	-9	10	-41	-6	-4	-15	-1	0	2
Cc1ccc(S(=O)(=O)N2CCCCC2)cc1NC(=O)COC(=O)c1cc[n+]([O-])cc1	4	-2	1	3	-37	-16	-2	10	0	-3	-2
COc1ccc(-c2nc(CN3CCCC(C(=O)NC4CCCC4)C3)c(C)o2)cc1 (configuration not stated)	11	3	1	3	4	.	-3	6	12	-2	-11
O=C(NNC(=O)c1ccccc1-n1cccc1)c1ccc(F)cc1	0	7	0	2	-15	-5	-11	5	12	3	2
Cc1cccc(C)c1NC(=O)CCc1nnc2ccc(N3CCCC3)nn12	-83	2	-1	-10	7	-7	-8	13	1	-5	0
COC(=O)c1ccccc1NC(=S)N(Cc1ccc2c(c1)OCO2)Cc1cc2cccc(C)c2[nH]c1=O	19	2	-6	-10	1	-18	-4	13	-3	0	-2
OC(COc1ccc(OCc2ccccc2)cc1)CN1CCCCC1 (configuration not stated)	-142	1	9	10	-31	-8	-48	-190	-104	3	3
COC(=O)C(NC(=O)c1ccccc1C)(Nc1ncc(S(=O)(=O)c2ccc([N+](=O)[O-])cc2)s1)C(F)(F)F (configuration not stated)	12	3	-6	-4	-20	.	18	7	19	3	0
CCN(CC)CCCNC(=O)c1cc2c(-c3ccc(Cl)cc3)nn(C)c2s1	0	2	1	-24	13	6	-1	15	24	5	0
CCOC(=O)c1c(C)[nH]c(C(=O)CN2C(=O)NC(C)(CC(C)C)C2=O)c1C (configuration not stated)	-6	1	-1	8	8	-5	-25	5	-2	8	-5
COc1ccc(CCNc2ccc(C(CC(N)=O)NC(=O)c3ccccc3)cc2[N+](=O)[O-])cc1 (configuration not stated)	0	-2	.	7	3	-5	31	4	8	-6	-12
COc1ccc(C(=O)NCc2ccc(N3CCN(C(=O)OC(C)(C)C)CC3)cc2)cc1	-11	-2	-6	-6	-11	-9	11	-53	1	3	-5
NNc1ccc(S(=O)(=O)N2CCCCC2)cn1	-10	3	6	-25	-10	-5	-15	19	-2	1	5
COc1ccc2nc(NC(=O)c3ccc(F)cc3)sc2c1	-342	0	-6	23	-155	-4	-41	-278	-66	-5	-9

A stretch taken from the entries so far, for reference:
SMILES	Peg3 promoter	NR2E3 ag-1	Vif imaging	CF NFkB block	NR2E3 ag-2	CaV13 ICDI inh	Shn3 inh set2	HIF-2a block	TRPM1 prom inh	PDI inh	KKLEB cytotox
COc1ccc(C(=O)NCc2ccc(N3CCN(C(=O)OC(C)(C)C)CC3)cc2)cc1	-11	-2	-6	-6	-11	-9	11	-53	1	3	-5
NNc1ccc(S(=O)(=O)N2CCCCC2)cn1	-10	3	6	-25	-10	-5	-15	19	-2	1	5
COc1ccc2nc(NC(=O)c3ccc(F)cc3)sc2c1	-342	0	-6	23	-155	-4	-41	-278	-66	-5	-9

Going on with the list:
SMILES	Peg3 promoter	NR2E3 ag-1	Vif imaging	CF NFkB block	NR2E3 ag-2	CaV13 ICDI inh	Shn3 inh set2	HIF-2a block	TRPM1 prom inh	PDI inh	KKLEB cytotox
O/N=C/c1cccn1-c1ccc(O)cc1	11	-3	18	21	3	-4	-14	11	1	14	-7
CCOc1ccc(OCCSc2nnnn2C2CCCCC2)cc1	-4	2	.	-7	-17	-1	.	-49	-6	-16	-11
C(=N/Nc1cc(N2CCOCC2)nc(N2CCOCC2)n1)/c1ccccc1	5	3	7	13	41	-4	59	-1	-22	-3	-10
COc1ccc(-n2c(SCC(=O)NCc3cccs3)nc3[nH]ncc3c2=O)cc1	13	0	-7	0	-4	-13	11	15	-4	-6	16
COc1cccc(C(=O)Nc2nnc(SCC(=O)NC3CCCC3)s2)c1	-135	3	4	6	-3	-5	-4	-148	-9	11	-18
CC(=O)Nc1ccc2cnn(C(C)=O)c2c1	-10	.	-17	-31	-21	-6	-24	-18	.	1	4
O=C(COC(=O)Cc1ccc(Br)cc1)NCc1ccc2c(c1)OCO2	4	.	-12	-1	15	-6	4	17	4	0	-8
COCCN(C(=S)Nc1ccccc1OC)C(C)c1cccs1 (configuration not stated)	20	-3	10	3	-24	-3	27	12	8	-1	-1
CCOC(=O)CC1COCCN1C(=O)CCc1nnc(-c2ccsc2)o1 (configuration not stated)	-34	0	-1	16	4	0	-19	-69	2	2	-3
O=C(CN1CCSCC1)N/N=C/c1ccc(F)cc1	-2	4	-4	16	-4	-9	-1	-41	2	-5	-5

In another format: 2 of the compounds above.
| SMILES | Peg3 promoter | NR2E3 ag-1 | Vif imaging | CF NFkB block | NR2E3 ag-2 | CaV13 ICDI inh | Shn3 inh set2 | HIF-2a block | TRPM1 prom inh | PDI inh | KKLEB cytotox |
| --- | --- | --- | --- | --- | --- | --- | --- | --- | --- | --- | --- |
| CCN(c1cccc(C)c1)S(=O)(=O)c1ccc(-c2cc(C)no2)s1 | 26 | -2 | 7 | 37 | -12 | -5 | 18 | 18 | 26 | -3 | -6 |
| COc1cc(Cl)c(C)cc1NC(=O)Cc1cccs1 | -10 | 1 | 6 | 4 | -10 | -1 | 17 | -41 | -1 | -4 | 0 |
